IL-2 act: activators of IL-2. activation, % (series mostly up to about 46 µM). IL-2 activation reporter assay, cell-based qHTS; stimulated with anti-CD3/CD4/CD28 beads; in transgenic mouse T cells. 360,000 compounds, 0.065% hits; in the data active means activation above about 50%; inconclusive means mostly about 30% to 49%; further: 0% is about no effect
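Screening format: compound pinned onto unstimulated transgenic mouse T cells, 60 min incubation, then anti-CD3/anti-CD4/anti-CD28 bead stimulation for 18 hours at 37 degrees C, followed by EGFP and DsRed detection.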
PTHR1 agonist: agonists of human PTHR1 parathyroid hormone receptor. Q03431. HEK293 GP2 PTHR1 cells, GloSensor cAMP luminescence, 1 h. Potency, µM (highest dose often 115 µM), for the others: top-dose activation, actives largely listed as activators. 410,000 compounds, 0.075% hits. AID 743266; further: potency means the concentration at half of the fitted maximal effect; nearly all actives have a fitted effect of over 55% in size; some results filed as inactive show a strong effect at the top dose; inactives centre near -15; many of its hits are not listed in these tables
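HEK-293-derived GP2 cells expressing PTHR1 and a GloSensor cAMP reporter, 3,000/well, plated overnight, given luciferin plus IBMX (each 0.5 mM as added) for 1 h at 37 °C, then compound for 1 h at 37 °C. Luminescence was read after 15 min at room temperature.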
GLP1R inv ag: GLP-1 receptor (human) inverse agonism. 410,000 compounds, 1.6% hits. AID 624417. HEK293 GLP-1R CRE-luciferase, luminescence, 24 h; GLP-1R form is constitutively active. Potency, µM (series often up to 38.3 µM), inactives show at the highest dose activity change, negative = inhibition, hits mostly inhibitors. P43220; further: potency means the concentration at half of the fitted maximal effect; on the % scale 0 is the no-effect control and ±100 the full control effect; nearly all actives have a fitted effect of over 55% in size
Target sequence (P43220 whole entry, looked up): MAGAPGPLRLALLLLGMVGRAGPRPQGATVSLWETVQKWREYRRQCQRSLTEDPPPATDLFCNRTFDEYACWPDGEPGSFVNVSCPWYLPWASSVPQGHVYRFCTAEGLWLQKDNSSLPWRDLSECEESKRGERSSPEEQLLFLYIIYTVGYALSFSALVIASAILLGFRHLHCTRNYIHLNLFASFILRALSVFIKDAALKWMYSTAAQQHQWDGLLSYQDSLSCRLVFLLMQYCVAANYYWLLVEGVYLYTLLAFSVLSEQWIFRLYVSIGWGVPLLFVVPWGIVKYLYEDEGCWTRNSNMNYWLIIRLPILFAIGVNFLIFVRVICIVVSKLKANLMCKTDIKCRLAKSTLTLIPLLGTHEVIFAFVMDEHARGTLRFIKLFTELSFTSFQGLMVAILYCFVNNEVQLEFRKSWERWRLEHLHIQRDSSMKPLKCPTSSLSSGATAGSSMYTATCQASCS
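Readout was luciferase luminescence, measured 12 min after detection reagent at room temperature. Beforehand, GLP-1R reporter HEK293 cells had sat 12 h, then received compounds for 24 hr at 37 deg C.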
GLP-1R agonist: agonists of human GLP-1 receptor; HEK293 GLP-1R CRE-luciferase, luminescence, 4-6 h; cells express a hypersensitive GLP-1R form; Potency, µM (series often up to 45.6 µM), without a hit: at the highest dose activation, hits mostly activators; 380,000 compounds, 0.007% hits; AID 624172; further: potency means the concentration at half of the fitted maximal effect; % of control where 0% means no effect
EPAC1 agonist: agonists of human EPAC1 | EPAC1 agonist qHTS, biochemical assay; response scale: 100% = response to 6.5 mM cAMP | Potency, µM (titrated, usually from 154 µM), for the others: at the top dose activation, actives largely listed as activators | 360,000 compounds, 0.073% hits | AID 720707; further: potency means the concentration at half of the fitted maximal effect; nearly all actives have a fitted effect of over 60% in size
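Multi-concentration qHTS readout: loss of Rap1B-bound BODIPY-GDP fluorescence driven by 100 nM EPAC1 with excess GDP (50 uM), monitored kinetically at room temperature; agonist response expressed relative to 6.5 mM cAMP.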
GLP1R cytotox: cytotoxicity in counter-screen for GLP-1R inverse agonists | HEK293 cAMP-luciferase reporter cells, luminescence, 24 h | Potency, µM (titrated, usually from 38.3 µM), without a hit: at the highest dose activity change, negative = inhibition, most hits filed as inhibitors | 410,000 compounds, 0.13% hits | AID 624418;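 further: loss of luciferase light is scored as toxicity; potency means the concentration at half of the fitted maximal effect; on the % scale 0 is the no-effect control and ±100 the full control effect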
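Quantitative HTS format, 1536 wells, 200 cells/uL seeded. Compounds: 23 nL, 24 h, 37 °C. Detection: luciferase reagent, luminescence at 12 min RT; decreased signal taken as cytotoxic.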
EPAC1 antag: EPAC1 (human) antagonism; O95398; EPAC1 GEF assay, Rap1b-BODIPY-GDP exchange fluorescence; Potency, µM (titrated, usually from 115 µM), inactives show at the top dose activity change, negative = inhibition, usual class: inhibitors; 360,000 compounds, 0.14% hits; AID 720709;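 further: potency means the concentration at half of the fitted maximal effect; plate controls were vehicle for no effect and positive control for full effect; nearly all actives have a fitted effect of over 50% in size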
PLK1 PBD inh: PLK1 (human) polo-box domain binding inhibition; P53350; Plk1 PBD binding of FITC phosphopeptide, fluorescence polarization; Potency, µM, without a hit: max response, negative = inhibition, most hits filed as inhibitors; 360,000 compounds, 2.8% hits; AID 720504; further: potency means the concentration at half of the fitted maximal effect; series mostly up to about 57 µM; on the % scale 0 is the no-effect control and ±100 the full control effect; nearly all actives have a fitted effect of over 65% in size
PI5P4Ka inh: inhibitors of human PI5P4K alpha; P48426; PI5P4Kalpha enzyme, ADP-Glo luminescence, 60 min; hits give low values; max response, %; 330,000 compounds, 1.2% hits; AID 652105; active means max response of -50% or lower; inconclusive means between -30% and -50%; inactive means -30% or higher; further: value at the top dose of about 77 µM; on the % scale 0 is the no-effect control and ±100 the full control effect
Target sequence (P48426 whole entry, looked up): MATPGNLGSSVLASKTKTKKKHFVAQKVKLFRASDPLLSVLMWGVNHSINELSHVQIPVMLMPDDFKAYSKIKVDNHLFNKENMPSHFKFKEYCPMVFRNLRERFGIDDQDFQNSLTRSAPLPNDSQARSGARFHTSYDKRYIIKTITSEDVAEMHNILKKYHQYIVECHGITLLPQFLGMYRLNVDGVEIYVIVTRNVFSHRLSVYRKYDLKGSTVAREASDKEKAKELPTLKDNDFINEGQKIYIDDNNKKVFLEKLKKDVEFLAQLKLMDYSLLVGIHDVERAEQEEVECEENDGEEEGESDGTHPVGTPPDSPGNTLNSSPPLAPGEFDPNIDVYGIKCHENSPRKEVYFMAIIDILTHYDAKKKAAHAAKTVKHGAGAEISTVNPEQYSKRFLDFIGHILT
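ADP-Glo luminescence end-point after a 60 min room-temperature kinase reaction. PI5P4Kalpha and substrate in HEPES pH 7.4 buffer with EGTA, 0.1% CHAPS and 5% DMSO; ATP at 5 microM final.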
The depositor's hits bear a star; [ ] = remark or other dose. Unless noted, the call rests on the fitted dose curve; in most records, active means well fitted curve in the direction sought with a large enough effect; inconclusive means small, poorly fitted or top-dose-only effect, or another doubt; inactive means no such curve, though single readings can be large; an effect the other way counts as inactive or inconclusive. These rows are one share of the data; the hit share may differ from the screen's.

How did N#CCC(=O)Nn1c(=S)[nH]c2ccccc2c1=O do in these assays?
IL-2 act: -2.7; PTHR1 agonist: inactive; GLP1R inv ag: 0%; GLP-1R agonist: 0%; EPAC1 agonist: 11%; GLP1R cytotox: -2%; EPAC1 antag: -4%; PLK1 PBD inh: -17%; PI5P4Ka inh: 2

Results for CCCc1ccccc1OCCNC(=O)c1cc(=O)n(C)c(=O)n1C ?
IL-2 act: 2.9; PTHR1 agonist: inactive; GLP1R inv ag: 10%; GLP-1R agonist: 0%; EPAC1 agonist: 6%; GLP1R cytotox: 0%; EPAC1 antag: -6%; PLK1 PBD inh: -6%; PI5P4Ka inh: -1

Results for COc1ccccc1NC(=O)CCN1C(=O)C2C3CCC(C3)C2C1=O (stereo not given) ?
IL-2 act: 0.0; PTHR1 agonist: inactive; GLP1R inv ag: 7%; GLP-1R agonist: -3%; EPAC1 agonist: -6%; GLP1R cytotox: 1%; EPAC1 antag: 5%; PLK1 PBD inh: -10%; PI5P4Ka inh: -3

What do the screens show for `CCCC(=O)Nc1ccc(N2CCN(S(C)(=O)=O)CC2)cc1`?
IL-2 act: -2.2; PTHR1 agonist: inactive; GLP1R inv ag: 5%; GLP-1R agonist: 0%; EPAC1 agonist: -8%; GLP1R cytotox: 3%; EPAC1 antag: -6%; PLK1 PBD inh: -3%; PI5P4Ka inh: -6

What do the screens show for `COc1ccc2nc(NC(=O)c3ccc([N+](=O)[O-])o3)sc2c1`?
IL-2 act: -1.1; PTHR1 agonist: -26%; GLP1R inv ag: 101%[activator]; GLP-1R agonist: 4%; EPAC1 agonist: 0%; GLP1R cytotox: 3%; EPAC1 antag: -7%; PLK1 PBD inh: -10%; PI5P4Ka inh: inconclusive

What do the screens show for `Cc1onc(-c2c(Cl)cccc2Cl)c1C(=O)N=S(C)(=O)c1ccccc1` (stereo not given)?
IL-2 act: -1.0; PTHR1 agonist: -43%[inhibitor]; GLP1R inv ag: -4%; GLP-1R agonist: 0%; EPAC1 agonist: -4%; GLP1R cytotox: -12%; EPAC1 antag: 6%; PLK1 PBD inh: 2%; PI5P4Ka inh: 0

What do the screens show for `O=Cc1c(N2CCCCC2)nc2ccccn2c1=O`?
IL-2 act: 0.0; PTHR1 agonist: -3%; GLP1R inv ag: 7%; GLP-1R agonist: 10%; EPAC1 agonist: 0%; GLP1R cytotox: -15%; EPAC1 antag: -5%; PLK1 PBD inh: 2%; PI5P4Ka inh: 1

How did CCOc1ccc(N(C(C)C(=O)NCCSc2ccc(Cl)cc2)S(C)(=O)=O)cc1 (stereo not given) do in these assays?
PTHR1 agonist: -83%[inhibitor]; GLP1R inv ag: inconclusive; GLP-1R agonist: -2%; GLP1R cytotox: 1%

How did Cc1cc(C(=O)OCC(=O)c2cccc([N+](=O)[O-])c2)c2cccc(C)c2n1 do in these assays?
IL-2 act: 0.4; PTHR1 agonist: inactive; GLP1R inv ag: 22%; GLP-1R agonist: -15%; EPAC1 agonist: 6%; GLP1R cytotox: -5%; EPAC1 antag: -12%; PLK1 PBD inh: -6%; PI5P4Ka inh: -26

Results for CC1CCC(NC(=O)CCCn2sc3ccccc3c2=O)CC1 (stereo not given) ?
IL-2 act: -1.1; PTHR1 agonist: -44%[inhibitor]; GLP1R inv ag: inconclusive; GLP-1R agonist: 0%; EPAC1 agonist: 6%; GLP1R cytotox: 0%; EPAC1 antag: -6%; PLK1 PBD inh: 27µM*; PI5P4Ka inh: -3

Compounds from the list above that have a Cl atom (two):
What do the screens show for `Cc1onc(-c2c(Cl)cccc2Cl)c1C(=O)N=S(C)(=O)c1ccccc1` (stereo not given)?
IL-2 act: -1.0; PTHR1 agonist: -43%[inhibitor]; GLP1R inv ag: -4%; GLP-1R agonist: 0%; EPAC1 agonist: -4%; GLP1R cytotox: -12%; EPAC1 antag: 6%; PLK1 PBD inh: 2%; PI5P4Ka inh: 0

How did CCOc1ccc(N(C(C)C(=O)NCCSc2ccc(Cl)cc2)S(C)(=O)=O)cc1 (stereo not given) do in these assays?
PTHR1 agonist: -83%[inhibitor]; GLP1R inv ag: inconclusive; GLP-1R agonist: -2%; GLP1R cytotox: 1%

Following part.
How did CCOC(=O)[C@]12CCC=C1N(CCC1=CCCCC1)C(=O)[C@H](CC(=O)NCc1ccc(OC)c(OC)c1)C2 do in these assays?
IL-2 act: -0.4; PTHR1 agonist: inactive; GLP1R inv ag: 17%; GLP-1R agonist: 9%; EPAC1 agonist: 1%; GLP1R cytotox: 0%; EPAC1 antag: -13%; PLK1 PBD inh: -7%; PI5P4Ka inh: 7

Results for Cc1[nH]c(C)c(S(=O)(=O)N2CCCCC2)c1C(=O)N1CCCCC1 ?
IL-2 act: 2.5; PTHR1 agonist: inactive; GLP1R inv ag: 0%; GLP-1R agonist: -5%; EPAC1 agonist: 7%; GLP1R cytotox: -11%; EPAC1 antag: -19%; PLK1 PBD inh: -9%; PI5P4Ka inh: 3

What do the screens show for `Cn1cc(CN2CCC(n3nccc3NC(=O)c3ccc4c(c3)OCO4)CC2)cn1`?
IL-2 act: -1.3; PTHR1 agonist: -7%; GLP1R inv ag: 1%; GLP-1R agonist: 7%; EPAC1 agonist: 2%; GLP1R cytotox: -6%; EPAC1 antag: 2%; PLK1 PBD inh: -4%; PI5P4Ka inh: 4

What do the screens show for `COc1ccc([C@H]2C(C(=O)O)=C[C@@H](C(C)(C)C)N2S(=O)(=O)c2ccc(C)cc2)cc1OC`?
IL-2 act: -0.4; PTHR1 agonist: -13%; GLP1R inv ag: 2%; GLP-1R agonist: -3%; EPAC1 agonist: -13%; GLP1R cytotox: 2%; EPAC1 antag: -6%; PLK1 PBD inh: -17%; PI5P4Ka inh: 1

What do the screens show for `COc1cc(NC(=O)C(C)C)ccc1NC(=O)c1cc2ccccc2o1`?
IL-2 act: 0.3; PTHR1 agonist: -19%; GLP1R inv ag: -1%; GLP-1R agonist: 6%; EPAC1 agonist: -5%; GLP1R cytotox: -3%; EPAC1 antag: -7%; PLK1 PBD inh: -11%; PI5P4Ka inh: -2

Results for O=C(CN1CCOCC1)Nc1cc([N+](=O)[O-])ccc1Cl ?
IL-2 act: -3.2; PTHR1 agonist: inactive; GLP1R inv ag: 4%; GLP-1R agonist: 0%; EPAC1 agonist: 6%; GLP1R cytotox: 18%; EPAC1 antag: 6%; PLK1 PBD inh: 1%; PI5P4Ka inh: 4

Results for CC(=O)OC/C=C(\C)CCC=C(C)C ?
IL-2 act: -2.9; PTHR1 agonist: -46%[inhibitor]; GLP1R inv ag: 15%; GLP-1R agonist: -1%; EPAC1 agonist: -6%; GLP1R cytotox: 2%; EPAC1 antag: 11%; PLK1 PBD inh: 0%; PI5P4Ka inh: 1

What do the screens show for `COC(=O)c1ccc2ccccc2n1`?
IL-2 act: 0.0; PTHR1 agonist: -95%[inhibitor]; GLP1R inv ag: 4%; GLP-1R agonist: 1%; EPAC1 agonist: -22%; GLP1R cytotox: 1%; EPAC1 antag: 26%; PLK1 PBD inh: -2%; PI5P4Ka inh: -2

How did CC(=O)C1=C(O)C(=O)N(c2ccc(S(N)(=O)=O)cc2)C1c1ccc([N+](=O)[O-])cc1 (stereo not given) do in these assays?
IL-2 act: -0.5; PTHR1 agonist: -7%[57.5 µM]; GLP1R inv ag: 1%; GLP-1R agonist: 6%; EPAC1 agonist: 1%; GLP1R cytotox: 1%; EPAC1 antag: 1%; PLK1 PBD inh: -20%; PI5P4Ka inh: 4

What do the screens show for `Cc1cc(N2CCOCC2)nc(C(C)C)n1`?
IL-2 act: -0.2; PTHR1 agonist: -23%; GLP1R inv ag: 15%; GLP-1R agonist: 9%; EPAC1 agonist: 3%; GLP1R cytotox: -1%; EPAC1 antag: -10%; PLK1 PBD inh: -30%; PI5P4Ka inh: 0

Results for CC[C@H](C)[C@@H](NC(=O)O[C@@H]1C(=O)c2cc(Br)ccc2O[C@H]1c1cccc(OC)c1)C(=O)OC ?
IL-2 act: -0.5; PTHR1 agonist: -20%; GLP1R inv ag: inconclusive; GLP-1R agonist: -2%; EPAC1 agonist: -15%; GLP1R cytotox: 1%; EPAC1 antag: 9%; PLK1 PBD inh: 0%; PI5P4Ka inh: -7

What do the screens show for `CCC(=O)NC(Nc1c(C)n(C)n(-c2ccccc2)c1=O)C(Cl)(Cl)Cl` (stereo not given)?
IL-2 act: 4.1; PTHR1 agonist: inactive; GLP1R inv ag: 19%; GLP-1R agonist: -3%; EPAC1 agonist: -12%; GLP1R cytotox: 2%; EPAC1 antag: 20%; PLK1 PBD inh: -7%; PI5P4Ka inh: 2

How did CCOc1ccccc1N1CCN(C(=O)c2ccc(OCC(=O)N3CCOCC3)c(OC)c2)CC1 do in these assays?
IL-2 act: -2.4; PTHR1 agonist: inactive; GLP1R inv ag: -1%; GLP-1R agonist: 0%; EPAC1 agonist: 16%; GLP1R cytotox: -1%; EPAC1 antag: 0%; PLK1 PBD inh: -6%; PI5P4Ka inh: 6

Results for COCCNc1ncnc2c1ncn2[C@H]1CN(Cc2ccco2)C[C@@H](CO)O1 ?
IL-2 act: -0.4; PTHR1 agonist: inactive; GLP1R inv ag: 23%; GLP-1R agonist: -1%; EPAC1 agonist: 3%; GLP1R cytotox: 2%; EPAC1 antag: -7%; PLK1 PBD inh: 4%; PI5P4Ka inh: 0

Results for CN1N=C(C(=O)N2CCCC(Nc3ccc(F)c(F)c3)C2)CCC1=O (stereo not given) ?
IL-2 act: 0.3; PTHR1 agonist: inactive; GLP1R inv ag: 2%; GLP-1R agonist: -5%; EPAC1 agonist: 0%; GLP1R cytotox: 8%; EPAC1 antag: -3%; PLK1 PBD inh: 3%; PI5P4Ka inh: 7

High-throughput results: PubChem, National Center for Advancing Translational Sciences (NCATS)
